Screening data (PubChem)
NR2E3 ag-1: NR2E3 agonists in two-hybrid cells, primary screen, cell-based, luminescence, CHO-S, Gal4-NCOR/VP16-NR2E3; Photoreceptor-specific nuclear receptor (Homo sapiens), Q9Y5X4; luciferase; inhibition of corepressor binding, % at 3.98 µM; actives 0.35% (n = 360,000); AID 602229, 2012;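 active = inhibition above the mean of all tested compounds plus 3 SD, cut at about 70% in these data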;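 note: 0% = DMSO with NR2E3 transfected cells and 100% = cells lacking NR2E3 construct; higher means lower luciferase signal from less NR2E3 corepressor binding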
Target sequence (Q9Y5X4 whole entry, looked up, the tested form may be a part): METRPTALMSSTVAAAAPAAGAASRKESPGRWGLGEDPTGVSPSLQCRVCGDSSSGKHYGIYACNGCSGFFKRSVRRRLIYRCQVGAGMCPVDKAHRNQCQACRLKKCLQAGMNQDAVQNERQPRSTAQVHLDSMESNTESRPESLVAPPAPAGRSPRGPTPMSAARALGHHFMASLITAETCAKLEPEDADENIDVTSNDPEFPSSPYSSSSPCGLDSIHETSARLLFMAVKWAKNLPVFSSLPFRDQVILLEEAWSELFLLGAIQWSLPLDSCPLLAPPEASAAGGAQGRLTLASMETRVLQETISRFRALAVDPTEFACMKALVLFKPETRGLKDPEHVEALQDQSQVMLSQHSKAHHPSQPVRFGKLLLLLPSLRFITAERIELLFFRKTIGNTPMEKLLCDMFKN
TROY NFkB inh: inhibitors of TROY-driven NF-kB signaling, primary screen, Q293 LMP1-TROYcd cells, NF-kB luciferase, uHTS. actives 0.98% (n = 360,000). inhibition, % at 10 µM. AID 1347056, 2019. Q293 LMP1-TROYcd NF-kB luciferase reporter, 4 h;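 active = compounds whose plate-normalised and pattern-corrected inhibition of the luciferase reporter signal at the single screening dose is 50% or more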
KKLEB cytotox: cytotoxicity in KKLEB CF airway cells, primary screen, cytotoxicity control for CF NF-kB inhibitor project, cell-based, uHTS, fluorescence assay plates; KKLEB CF airway cells viability, ATPlite luminescence, overnight; hits give low values; cells stimulated with P. aeruginosa culture filtrate; activity change (cytotoxicity), % at 5 µM; actives 0.36% (n = 360,000);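 active = corrected activity change at or below -50% at 5 µM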
Shn3 3UTR inh: reduction of Shn3 3'UTR firefly luciferase signal, primary screen, Schnurri-3 inhibitor project, cell-based, Clone20 osteoblasts, set 2. Clone20 osteoblast Shn3 3'UTR firefly luciferase, 24 h. inhibition, % at 12.5 µM. actives 0.52% (n = 360,000). AID 588674, 2011;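 active = mean inhibition of at least 75% with every replicate also reaching 75%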;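 note: 0% = median of neutral control wells and 100% = pilot-screen positive control compound; some compounds past the cut are filed as inactive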
Peg3 promoter: Peg3 promoter-driven luciferase inhibitors, primary screen, cell-based, HeLa, luciferase luminescence; AID 588405, 2011; inhibition, % at 20 µM; HeLa PEG-Prom luciferase reporter, overnight; actives 1.7% (n = 360,000);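 active = inhibition of at least 50% at 20 µM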
MITF TRPM1 inh: inhibitors of MITF-dependent TRPM1 promoter reporter, primary screen, cell-based, SK-MEL-5, single point, luciferase | SK-MEL-5 TRPM1 promoter luciferase, 24 h | inhibition, % at 12.5 µM | actives 0.83% (n = 330,000) | AID 488899, 2010;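 active = mean inhibition across replicates of 60% or more, whatever share of single replicates reaches that level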; note: values of inactives mirror those of a sister screen read the other way
TWEAK-Fn14 inh: inhibitors of TWEAK-Fn14 signaling, primary screen, luciferase reporter cells, uHTS | AID 1159606, 2016 | TWEAK-stimulated Fn14 reporter cells, luciferase luminescence, 8 h | actives 2% (n = 360,000) | inhibition, % at 10 µM; in the data active = inhibition above about 50%
C8 TRAIL sens: viability loss with TRAIL in NB7+C8 cells, primary screen, TRAIL sensitizer project, cell-based, ATPlite luminescence; inhibition (viability loss, TRAIL sensitization), % at 10 µM; actives 1% (n = 360,000); AID 624354, 2012;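 active = compounds causing at least 50% loss of cell viability in the single-dose screen, relative to plate controls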
HIF-2a inh: HIF-2a reporter inhibitors, primary screen, luminescence, 786-0 RCC cells; AID 624352, 2012; 786-0 RCC cells HIF-2a reporter, luciferase luminescence, overnight; actives 0.72% (n = 360,000); inhibition, % at 18.8 µM;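 active = inhibition of the luminescence signal of 40% or more relative to plate controls, in a single-dose primary screen at 18.75 µM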
CF NFkB block: inhibitors of PAF-induced NF-kB signaling, primary screen, cell-based, GFP fluorescence, uHTS; KKLEB NF-kB-GFP reporter, GFP fluorescence overnight; inhibition, % at 5 µM; actives 0.86% (n = 360,000); AID 588850, 2011;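 active = at least 50% inhibition at 5 µM, scaled per plate between neutral and stimulator controls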;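 note: PAF is a Pseudomonas aeruginosa culture filtrate used as stimulus; plate controls were PAF-stimulated DMSO wells for no effect and unstimulated DMSO wells for full effect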
NR2E3 ag-2: inhibitors of NR2E3-RetCOR corepressor binding, primary screen, NR2E3 agonist project, biochemical, TR-FRET, GST-NR2E3, biotin-RetCOR | inhibition of corepressor binding, % at 4.78 µM | actives 0.12% (n = 320,000) | 1536-well | AID 2300, 2010;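 active = percent inhibition above the cutoff of mean plus 3 SD of all tested compounds, set per screening campaign, cut at about 20% in these data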;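 note: 0% = DMSO wells and 100% = biotin wells as full block of FRET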
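system = GST-tagged NR2E3 plus biotinylated RetCOR corepressor | input = 1.35 nM GST-NR2E3 | also added = 7 nM biotin-RetCOR | schedule = 5 h incubation at 4 °C | measured by = TR-FRET with europium anti-GST and streptavidin-D2, 340 nm excitation | read-out = percent loss of FRET ratio relative to control wells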
An asterisk follows results filed as active; . = no result given. A portion of the library; rates above refer to the full screens.

SMILES	NR2E3 ag-1	TROY NFkB inh	KKLEB cytotox	Shn3 3UTR inh	Peg3 promoter	MITF TRPM1 inh	TWEAK-Fn14 inh	C8 TRAIL sens	HIF-2a inh	CF NFkB block	NR2E3 ag-2
c1ccc(-c2csc3ncnc(N4CCN(Cc5ccc6c(c5)OCO6)CC4)c23)cc1	-15	-3	-4	79	28	1	5	16	25	-10	-3
CCOC(=O)c1sc2nc(N3CCCC3)c3c(c2c1N)CC(C)(C)OC3	-6	-7	-5	-3	11	-23	-16	-10	-27	10	2
O=C(CN1CCN(c2ccc([N+](=O)[O-])cc2)CC1)c1ccccc1	-29	-4	-5	12	5	17	14	-16	4	-19	-2
C(#Cc1ccc2c(c1)COc1c3ccccc3nn1-2)c1ccccc1	-48	-54	8	-79	-329	-96	-33	-7	-293	-12	2
O=C(CSc1nnc2ccccn12)Nc1ccc(N2CCOCC2)cc1	-14	5	-7	1	-4	1	12	-1	-19	16	.
Cc1ccsc1/C=N/n1c(C2CCCCC2)n[nH]c1=S	-11	1	-7	19	9	5	-25	1	19	21	-3
O=C(c1ccco1)N1c2ccccc2Sc2ccccc21	5	8	-6	16	31	7	24	-18	16	10	1
COc1ccc(S(=O)(=O)N(C)CC(=O)Nc2ccccc2SC)cc1	-22	8	2	20	-7	10	3	11	4	1	-1
NC(=O)C1CCN(C(=O)COc2ccc(Nc3ccccc3)cc2)CC1	-8	-12	0	-9	4	6	16	12	0	-18	1
CC1CCCC(C)N1C(=O)CN1C(=O)NC2(CCOc3ccccc32)C1=O (stereo not drawn)	6	17	18	2	-1	-4	-14	0	11	-12	.
O=C(O)Cn1cnc2c(OCc3ccccc3)ncnc21	-21	2	9	-11	-3	-4	12	4	5	-5	.
Cc1ccc(C(=O)COC(=O)CN2C(=O)C3C4C=CC(C4)C3C2=O)cc1[N+](=O)[O-] (stereo not drawn)	-10	10	9	7	5	9	12	-20	3	-7	4
c1ccc2c(c1)Sc1ccccc1-n1cnnc1-2	-2	-6	9	-4	-4	-19	5	-2	13	-14	-4
O=c1cnnc(N/N=C/c2ccccn2)[nH]1	4	20	-2	96*	62*	80*	-7	-1	14	11	-1
COC[C@H]1CCCN1c1ccc2c(c1)O[C@@H](COCc1ccccc1)CN([C@@H](C)c1ccccc1)S2(=O)=O	-8	-3	.	.	.	.	7	19	9	.	.
O=C(NCC1COc2ccccc2O1)c1cccc(S(=O)(=O)NCc2ccccc2)c1 (stereo not drawn)	-7	15	2	11	22	15	5	18	11	-8	2
COc1ncnc2c1ncn2CCCN[C@H](C)c1cccc2ccccc12	-18	-18	7	-16	-16	.	0	-10	0	-12	.
O=C(CSc1nnc(-c2ccccc2)o1)c1ccc2c(c1)OCCO2	20	59*	1	-16	-42	28	20	3	-10	5	-1
Cc1cc(C)c(N(CC(=O)NCc2ccccc2)C(=O)c2csnn2)c(C)c1	25	13	8	-8	-10	5	6	-18	13	0	0
CC(=O)c1ccc(OCc2ccc(Oc3c(Cl)cccc3[N+](=O)[O-])cc2)cc1	-27	-9	-13	4	-43	-12	46	3	-72	12	3
CN(C(=O)CSc1nnc(-c2ccco2)o1)C1CCCCC1	-20	-27	6	-43	-99	-45	-21	23	-134	-4	-1
CC(C(=O)O/N=C(\N)c1ccccn1)c1ccc([N+](=O)[O-])cc1 (stereo not drawn)	-42	44	-2	-47	-10	-2	32	-9	-29	4	1
Cn1c(NC(=O)/C=C\c2ccccc2)cc(=O)n(C)c1=O	-99	-42	1	-65	-171	-46	-7	10	-190	-26	-2
COc1ccc(C2=Nc3ccccc3C2(O)CCN2C(=O)c3ccccc3C2=O)cc1 (stereo not drawn)	-12	-27	-4	0	-7	-7	-15	-9	-62	-6	.
CCOCc1nnc(NC(=O)c2ccc(OC)cc2)s1	-87	-44	1	-35	-58	-37	-16	-2	-83	-2	-1
CCCCc1nnc(NC(=O)c2ccc(N3CCCC3=O)cc2)s1	-27	2	10	5	-14	4	-19	0	-24	11	0
Cc1ccc(-c2[nH]n3c(=O)c4c(nc3c2C)CCCC4)cc1	-41	-56	0	-54	-172	-56	-19	17	-177	2	1
Cc1noc(C)c1S(=O)(=O)Nc1ccc(C(=O)NC2CCCCC2)cc1	-15	-9	7	-8	12	9	-2	-2	18	-2	3
COC(=O)c1ccc(CN2CCCC(C(=O)c3ccccc3OC)C2)cc1 (stereo not drawn)	-9	-17	-1	10	13	-8	-3	-16	14	-6	-1
O=C1CCN(CCc2ccccc2)CCN1[C@H](CSc1ccccc1)c1ccccc1	-27	-2	-15	14	-33	-13	-5	-3	-96	20	-2
C/C(=N\Nc1ccc(S(=O)(=O)Nc2ccc(Cl)cc2)cc1[N+](=O)[O-])c1ccc(N2CCOCC2)cc1	2	-9	-6	-11	29	12	17	-7	16	-9	4
Cc1cc(C(=O)Nc2ccccc2C)c2ccccc2n1	-25	1	-7	2	1	7	-9	-16	10	5	10
O=C(CBr)c1ccc([N+](=O)[O-])c(CS(=O)(=O)c2ccc(Cl)cc2)c1	-9	4	2	-7	5	10	3	-21	25	10	2
Cc1nc(-c2ccccc2)sc1C1(C)CC(c2ccc(OC(F)(F)F)cc2)=NO1 (stereo not drawn)	19	5	-4	-6	-18	-8	-14	3	-6	12	-4
COc1cc(CN2CCC(C(=O)NCCC(C)C)CC2)ccc1OCc1ccccc1	-32	13	-4	-49	-263	-80	-12	6	-196	-9	-1
O=[N+]([O-])c1cccnc1NCCNc1ncc(C(F)(F)F)cc1Cl	-123	-13	-16	-91	-294	-96	-59	-7	-252	2	-3
O=C(Nc1cccc2cccnc12)c1ccc2sc([C@H]3C[C@H](O)[C@@H](CO)O3)nc2c1	-31	-39	-2	-24	-70	.	1	7	-210	-35	.
O=C(NC(Cc1c[nH]c2ccccc12)C(=O)O)OCC1c2ccccc2-c2ccccc21 (stereo not drawn)	-3	-3	9	-8	3	.	-10	-3	9	-31	.
Nc1nnn(CC(=O)N/N=C/c2cccc(Cl)c2)n1	15	7	3	-2	6	-8	4	-6	10	2	1
COc1ccc(CNC(=O)COC(=O)C2=Cc3ccccc3OC2)cc1	8	-8	-1	-16	-16	2	-46	-13	-48	-18	.
COc1ccc(NC(=O)c2ccco2)cc1NC(=O)COc1ccccc1[N+](=O)[O-]	-15	6	-2	-16	24	3	-29	3	-2	18	1
COCC1CCCN(C(=O)c2cc(COc3cncc(Cl)c3)on2)C1 (stereo not drawn)	-30	-34	-2	-23	-157	-43	-16	1	-94	8	3
CCOc1ccc(CCNC(=O)Cc2ccc(S(=O)(=O)N3CCOCC3)s2)cc1OCC	-23	-1	9	18	-3	12	-11	3	-5	-22	-1
Cc1cc(N2CCC(C(N)=O)CC2)nc(-c2ccccc2)n1	0	7	4	5	11	5	2	-16	10	19	1
O=C(N1CCOCC1)C(F)(F)C(=O)N1CCOCC1	21	-7	3	-13	13	8	-9	5	-1	16	-2

One compound at a time (already shown). Values in the order: NR2E3 ag-1 | TROY NFkB inh | KKLEB cytotox | Shn3 3UTR inh | Peg3 promoter | MITF TRPM1 inh | TWEAK-Fn14 inh | C8 TRAIL sens | HIF-2a inh | CF NFkB block | NR2E3 ag-2
c1ccc(-c2csc3ncnc(N4CCN(Cc5ccc6c(c5)OCO6)CC4)c23)cc1 is listed with -15 | -3 | -4 | 79 | 28 | 1 | 5 | 16 | 25 | -10 | -3
CCOc1ccc(CCNC(=O)Cc2ccc(S(=O)(=O)N3CCOCC3)s2)cc1OCC is listed with -23 | -1 | 9 | 18 | -3 | 12 | -11 | 3 | -5 | -22 | -1
c1ccc2c(c1)Sc1ccccc1-n1cnnc1-2 is listed with -2 | -6 | 9 | -4 | -4 | -19 | 5 | -2 | 13 | -14 | -4

More entries follow:
SMILES	NR2E3 ag-1	TROY NFkB inh	KKLEB cytotox	Shn3 3UTR inh	Peg3 promoter	MITF TRPM1 inh	TWEAK-Fn14 inh	C8 TRAIL sens	HIF-2a inh	CF NFkB block	NR2E3 ag-2
COc1ccccc1NC(=O)CN(c1ccc(C)cc1)S(=O)(=O)c1c(C)n[nH]c1C	-8	-8	-5	10	20	5	11	-8	20	15	4
Cc1ccc(NC(=O)c2cc(S(=O)(=O)N3CCc4ccccc43)cn2C)cc1C	-26	9	-20	33	52*	10	34	-7	25	36	3
N#CCCNC(=O)CCN1CCCCC1	1	-10	-1	-8	4	1	-1	-9	14	-12	2
CCCCOc1ccc(C(=O)N/C(=C\c2ccc([N+](=O)[O-])cc2)C(=O)OCc2ccco2)cc1	2	12	-5	17	14	-11	6	-8	13	15	0
Cc1ccc2oc(C(=O)N3CCCCCC3)c(C)c2c1	-110	-62	-11	-93	-316	-122	-17	15	-288	-15	3
CC1(C(=O)NS(=O)(=O)c2ccccc2)CCN1C(=O)CC(c1ccccc1)c1ccccc1 (stereo not drawn)	-4	0	-8	4	5	.	8	4	3	11	.
CCOC(=O)CN1CC23C=CC(O2)C(C(=O)Nc2ccc4c(c2)OCO4)C3C1=O (stereo not drawn)	-23	-12	-8	-45	-93	-21	-16	-17	-97	-7	2
CN(Cc1ccccn1)C(=O)c1cc(COc2ccc(F)cc2Cl)on1	-73	-40	8	-15	-188	.	-32	15	-147	-15	.
COc1cccc(N2CC(O)Cn3c2nc2c3c(=O)n(CCCc3ccccc3)c(=O)n2C)c1 (stereo not drawn)	-5	10	-11	1	25	8	-1	8	15	6	4
CCOC(=O)Cc1ccc(NCc2ccc(Cl)cc2)cc1	2	-3	-4	5	12	-3	-7	-5	23	-1	1
O=C(NCC(O)CN1CCOCC1)c1ccc([N+](=O)[O-])cc1 (stereo not drawn)	3	3	-8	-10	1	-6	0	-3	13	12	2
CSc1ccc(NC(=O)N2CCN(c3nc4ccccc4s3)CC2)cc1	-6	8	3	7	5	9	20	18	7	-5	-1
O=C(CN1CCN(c2ccccc2O)CC1)NNC(=O)c1ccc(Cl)cc1	-20	3	-9	0	4	6	11	0	4	-8	-2
Clc1ccccc1COc1ccccc1-c1nnco1	-18	-28	6	-5	6	11	5	1	13	4	1
COc1cccc(CC(=O)OCC(=O)c2cc(OC)ccc2OC)c1	14	11	10	-11	5	10	7	4	-3	2	2
Cc1cc(C)c(C#N)c(SCC(=O)C2CC2)n1	-58	-18	3	.	-84	.	-11	9	-162	-12	-2
Cc1ccc2oc(=O)n(CC(=O)OC(C)C)c2c1	14	.	8	-26	4	-4	9	0	7	-1	1
